Screening data: PubChem BioAssay, National Center for Advancing Translational Sciences (NCATS)
PLK1 PBD inh – qHTS for Inhibitors of PLK1-PDB (polo-like kinase 1 - polo-box domain): Primary Screen. Plk1 PBD binding of FITC phosphopeptide, fluorescence polarization. Potency, µM, inactives show max response, negative = inhibition, usual class: inhibitors. AID 720504, 2013. Serine/threonine-protein kinase PLK1 (Homo sapiens), P53350. hit rate 2.8% among 360,000; further: potency means the concentration at half of the fitted maximal effect; series mostly up to about 57 µM; on the % scale 0 is the no-effect control and ±100 the full control effect; nearly all actives have a fitted effect of over 65% in size
GLP-1R inv ag – qHTS of GLP-1 Receptor Inverse Agonists (Inhibition Mode). hit rate 1.6% among 410,000. Glucagon-like peptide 1 receptor (Homo sapiens), P43220. HEK293 GLP-1R CRE-luciferase, luminescence, 24 h; GLP-1R form is constitutively active. Potency, µM (titrated, usually from 38.3 µM), for the others: top-dose activity change, negative = inhibition, usual class: inhibitors; further: potency means the concentration at half of the fitted maximal effect; on the % scale 0 is the no-effect control and ±100 the full control effect; nearly all actives have a fitted effect of over 55% in size
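Seeding at 200 cells/uL, 12 h culture, 24 hr compound treatment, then luciferase reagent and a luminescence read; cells are HEK293 stably expressing a constitutively active GLP-1R plus cAMP-responsive luciferase.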
DRD3 antagonist – qHTS of D3 Dopamine Receptor Antagonist: qHTS; max response, negative = inhibition, %; D(3) dopamine receptor (Homo sapiens), P35462; hit rate 2.5% among 360,000; D3R cells, DiscoveRx beta-arrestin luminescence, antagonist mode; hits give low values; in the data active means max response below about -50%; inconclusive means no clear call, values can overlap the other calls; further: on the % scale 0 is the no-effect control and ±100 the full control effect; mostly tested at two doses, the higher about 12 µM
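Cells expressing the human receptor were seeded at 1500 cells/well, incubated overnight at 37 degrees C in 5% CO2, then exposed to library compounds with dopamine controls for 90 minutes at 37 degrees C before luminescent detection.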
WRN inhibitor – qHTS for Inhibitors of WRN Helicase. AID 651768, 2012. Potency, µM (top dose mostly 114 µM), without a hit: at the highest dose activity change, negative = inhibition, usual class: inhibitors. WRN helicase unwinding, fluorescent forked duplex, kinetic. hit rate 0.46% among 360,000. Bifunctional 3'-5' exonuclease/ATP-dependent helicase WRN (Homo sapiens), Q14191; further: potency means the concentration at half of the fitted maximal effect; on the % scale 0 is the no-effect control and ±100 the full control effect; nearly all actives have a fitted effect of over 55% in size
Target sequence (Q14191 whole entry, looked up): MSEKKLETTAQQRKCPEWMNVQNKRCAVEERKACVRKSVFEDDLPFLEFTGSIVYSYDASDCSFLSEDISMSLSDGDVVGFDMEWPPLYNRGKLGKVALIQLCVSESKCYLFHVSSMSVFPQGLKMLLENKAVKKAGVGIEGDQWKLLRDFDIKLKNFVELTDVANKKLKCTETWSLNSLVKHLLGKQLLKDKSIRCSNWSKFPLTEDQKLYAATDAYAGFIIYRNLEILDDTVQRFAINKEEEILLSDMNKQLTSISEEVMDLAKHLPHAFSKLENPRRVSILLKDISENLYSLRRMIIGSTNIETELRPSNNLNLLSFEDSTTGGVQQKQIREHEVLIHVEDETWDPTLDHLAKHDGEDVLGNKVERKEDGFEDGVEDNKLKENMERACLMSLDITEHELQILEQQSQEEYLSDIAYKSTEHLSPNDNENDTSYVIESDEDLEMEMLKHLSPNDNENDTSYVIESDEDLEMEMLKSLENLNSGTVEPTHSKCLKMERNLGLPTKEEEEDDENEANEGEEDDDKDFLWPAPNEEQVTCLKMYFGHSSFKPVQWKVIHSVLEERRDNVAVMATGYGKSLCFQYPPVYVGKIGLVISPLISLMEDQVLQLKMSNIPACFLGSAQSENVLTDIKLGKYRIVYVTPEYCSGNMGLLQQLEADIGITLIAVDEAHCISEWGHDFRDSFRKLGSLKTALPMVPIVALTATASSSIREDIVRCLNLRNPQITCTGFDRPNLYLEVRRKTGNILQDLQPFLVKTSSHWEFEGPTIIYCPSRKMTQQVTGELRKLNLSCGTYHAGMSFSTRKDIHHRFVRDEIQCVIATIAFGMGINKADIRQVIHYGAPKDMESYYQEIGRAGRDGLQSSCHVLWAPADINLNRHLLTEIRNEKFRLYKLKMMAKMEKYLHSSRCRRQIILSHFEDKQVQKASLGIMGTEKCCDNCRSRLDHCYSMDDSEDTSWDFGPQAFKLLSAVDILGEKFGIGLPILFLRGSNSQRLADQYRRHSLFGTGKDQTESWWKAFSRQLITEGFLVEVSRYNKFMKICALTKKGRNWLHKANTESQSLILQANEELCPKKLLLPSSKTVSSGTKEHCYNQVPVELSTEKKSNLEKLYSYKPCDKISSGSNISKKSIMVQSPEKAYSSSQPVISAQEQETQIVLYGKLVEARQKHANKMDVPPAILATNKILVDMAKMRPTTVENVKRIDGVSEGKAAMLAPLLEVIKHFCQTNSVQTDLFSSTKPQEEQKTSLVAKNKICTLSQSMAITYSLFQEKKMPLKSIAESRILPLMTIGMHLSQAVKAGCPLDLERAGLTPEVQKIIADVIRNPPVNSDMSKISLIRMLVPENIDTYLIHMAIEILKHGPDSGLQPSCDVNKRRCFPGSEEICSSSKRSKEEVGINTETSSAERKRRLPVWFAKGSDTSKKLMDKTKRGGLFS
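Enzyme (20 nM final) and test compound sit together 15 min at room temperature before substrate addition. Substrate is a single-forked duplex oligonucleotide (100 nM) labelled with fluorophore and quencher, with 2 mM ATP; helicase unwinding raises red fluorescence, read kinetically.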
IL-2 act – qHTS of IL-2 Activators. IL-2 activation reporter assay, cell-based qHTS; stimulated with anti-CD3/CD4/CD28 beads; in transgenic mouse T cells. activation, % (series mostly up to about 46 µM). hit rate 0.065% among 360,000. AID 652025, 2013; in the data active means activation above about 50%; inconclusive means mostly about 30% to 49%; further: 0% is about no effect
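Using fluorescent plate cytometry, EGFP and DsRed are detected in transgenic mouse T cells stimulated 18 h at 37 degrees C with antibody-coated beads after 60 min compound pretreatment.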
GLP1R cytotox – qHTS of GLP-1 Receptor Inverse Agonists: Cytotox Screen; Potency, µM (titrated, usually from 38.3 µM), for the others: at the top dose activity change, negative = inhibition, actives largely listed as inhibitors; hit rate 0.13% among 410,000; HEK293 cAMP-luciferase reporter cells, luminescence, 24 h;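 further: loss of luciferase light is scored as toxicity; potency means the concentration at half of the fitted maximal effect; on the % scale 0 is the no-effect control and ±100 the full control effect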
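Here, cytotoxicity is scored as loss of luminescence. The MLSMR collection was tested on cells seeded in medium containing 10% Nu serum, with a 24 hr compound exposure preceded by 12 hours of culture.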
GLP1R ag – qHTS of GLP-1 Receptor Agonists. Glucagon-like peptide 1 receptor (Homo sapiens), P43220. HEK293 GLP-1R CRE-luciferase, luminescence, 4-6 h; cells express a hypersensitive GLP-1R form. Potency, µM (highest dose often 45.6 µM), for inactives: at the top dose activation, actives largely listed as activators. hit rate 0.007% among 380,000. AID 624172, 2012; further: potency means the concentration at half of the fitted maximal effect; % of control where 0% means no effect
DRD3 agonist – qHTS of D3 Dopamine Receptor Agonist: qHTS; D3R DiscoveRx beta-arrestin cells, luminescence, 90 min; max activation, %; hit rate 0.58% among 410,000; AID 652048, 2013; in the data active means max activation above about 30%; further: 0% is about no effect; mostly tested at two doses, the higher about 12 µM
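Cells at 1500/well, incubated overnight, then treated with pinned compounds (dopamine as control) for 90 min at 37 degrees C. DiscoveRx reagent added for 30 - 60 minutes at room temperature; luminescence read.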
PI5P4K alpha inh – qHTS for Inhibitors of phosphatidylinositol 5-phosphate 4-kinase (PI5P4K); Phosphatidylinositol 5-phosphate 4-kinase type-2 alpha (Homo sapiens), P48426; PI5P4Kalpha enzyme, ADP-Glo luminescence, 60 min; hits give low values; max response, %; hit rate 1.2% among 330,000; AID 652105, 2013; active means max response of -50% or lower; inconclusive means between -30% and -50%; inactive means -30% or higher; further: value at the top dose of about 77 µM; on the % scale 0 is the no-effect control and ±100 the full control effect
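Human PI5P4Kalpha with substrate in 0.038 M HEPES pH 7.4, 0.28 mM EGTA, 0.1% CHAPS, 5% DMSO; reaction started with 5 microM ATP (final), 60 min at room temperature. ADP formed read by ADP-Glo luminescence.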
Numbers without * were called inactive; ? = inconclusive; / = no result given; [ ] = remark or other dose. Unless noted, the call rests on the fitted dose curve; in most records, active means well fitted curve in the direction sought with a large enough effect; inconclusive means small, poorly fitted or top-dose-only effect, or another doubt; inactive means no such curve, though single readings can be large; an effect the other way counts as inactive or inconclusive.

cpd | canonical_smiles | PLK1 PBD inh | GLP-1R inv ag | DRD3 antagonist | WRN inhibitor | IL-2 act
1 | COC(=O)C1=CNC=C(C(=O)OC)C1c1cccc(OC)c1 | 0% | 7% | -19 | 1% | -1.9
2 | CCOC(=O)N1C2C=CC(C2)N1C(=O)OCC | -3% | -3% | -7 | -23% | 0.7
3 | CN(C)CCn1c(C(=O)O)cc2ccccc21 | -7% | 1% | 0 | 2% | 0.9
4 | Nn1c(COc2ccc(Cl)cc2)nc2ccccc2c1=O | 6% | -27% | -8 | -23%[57.1 µM] | 0.8
5 | CC1SC(c2ccc(F)cc2)N(CCc2ccccc2)C1=O (stereo not given) | -2% | ? | -7 | 12% | 0.0
6 | CCC(C)NC(=O)CC(c1ccccc1)c1cc(C)ccc1O (stereo not given) | -1% | 0% | 22 | 1% | 1.6
7 | CC(Cc1c[nH]c2ccccc12)NC(=O)C1CCCNC1=O (stereo not given) | -8% | -9% | -10 | 5% | -1.7
8 | O=c1cc(-c2ccc(F)cc2)oc2ccccc12 | -6% | 0% | 3 | -23% | 10
9 | CN(C)c1nc(N)nc(CSc2n[nH]c(-c3ccccc3)n2)n1 | -6% | 102%[activator] | 18 | 2% | -0.2
10 | COC(=O)N/N=C/c1cccnc1 | -8% | -1% | 4 | -6% | 0.9
11 | Cc1ccc(NC(=O)C(=O)NN)cc1 | -13% | 17% | -7 | -3% | -3.2
12 | O=C(CSc1nc2ccccc2s1)NNC(=S)Nc1ccccc1 | -28% | 10% | 9 | -10% | 0.4
13 | CCN(CC)c1ccc(C(=O)OCC(=O)NC(C)(C)C)cc1 | 0% | ? | -7 | 3% | -3.6
14 | CCCCc1c(O)n2c(nc3ccccc32)[nH]c1=O | -13% | -3% | 27 | -1% | -0.4
15 | CCc1ccc(C2=CC(c3cc(Br)ccc3F)n3ncnc3N2)cc1 (stereo not given) | -18% | 0% | 7 | -17% | -1.4

cpd | GLP1R cytotox | GLP1R ag | DRD3 agonist | PI5P4K alpha inh
1 | 105%[activator] | -7% | -1 | -3
2 | 10% | -4% | -6 | 0
3 | 0% | 9% | 8 | -1
4 | 4%[1.53 µM] | 2% | 5 | 5
5 | -7% | 15% | 4 | 1
6 | 1% | 0% | -11 | 7
7 | 1% | -1% | -1 | /
8 | 9% | 19% | 2 | -3
9 | 8% | 4% | 0 | 3
10 | -20% | -2% | 2 | 5
11 | 10% | -4% | -10 | 1
12 | -15% | -6% | 2 | 1
13 | 24% | 18% | -5 | 2
14 | -6% | -9% | 7 | ?
15 | / | 2% | 3 | /

Three entries from above, ordered by molar mass, ascending:
cpd | canonical_smiles | PLK1 PBD inh | GLP-1R inv ag | DRD3 antagonist | WRN inhibitor | IL-2 act
11 | Cc1ccc(NC(=O)C(=O)NN)cc1 | -13% | 17% | -7 | -3% | -3.2
3 | CN(C)CCn1c(C(=O)O)cc2ccccc21 | -7% | 1% | 0 | 2% | 0.9
7 | CC(Cc1c[nH]c2ccccc12)NC(=O)C1CCCNC1=O (stereo not given) | -8% | -9% | -10 | 5% | -1.7

cpd | GLP1R cytotox | GLP1R ag | DRD3 agonist | PI5P4K alpha inh
11 | 10% | -4% | -10 | 1
3 | 0% | 9% | 8 | -1
7 | 1% | -1% | -1 | /

Continued.
cpd | canonical_smiles | PLK1 PBD inh | GLP-1R inv ag | DRD3 antagonist | WRN inhibitor | IL-2 act
16 | CC1CN(C(=O)COC(=O)c2cccc(S(=O)(=O)N3CCc4ccccc43)c2)CC(C)O1 (stereo not given) | -7% | -23% | -8 | -1% | -0.7
17 | CCCc1noc2c1/C(=N\O)CC(CC(C)SCC)C2 (stereo not given) | 1% | ? | 20 | -9% | -0.8
18 | COc1ccc(NC(=O)CN2c3cccc4cccc(c34)S2(=O)=O)c(OC)c1 | -6% | 4% | -9 | -13% | -1.7
19 | CCOc1ccc(OCCSc2nc(-c3ccccc3)cc(=O)[nH]2)cc1 | -15% | 15%[7.66 µM] | -6 | -17% | -0.6
20 | S=c1[nH]nc(Cn2nnc3ccccc32)n1-c1ccc(Cl)cc1 | 4% | -4% | 14 | -10% | 0.6
21 | COc1ccc(N(C(=O)c2ccco2)C(C(=O)NC2CCCC2)c2cccs2)cc1OC (stereo not given) | ? | 5% | -19 | 1%[57.1 µM] | -3.0
22 | Cc1csc(NC(=O)CSc2nnc(CCNC(=O)c3cccs3)n2C)n1 | 4% | -4% | 15 | -9% | 1.0
23 | COc1ccc(CCN=C(C)C2=C(O)C(c3ccccc3)OC2=O)cc1OC (stereo not given) | -2% | ? | 23 | 3% | -3.8
24 | Cc1ccc(N(Cc2cc3ccccc3[nH]c2=O)S(C)(=O)=O)cc1 | -5% | 0% | -12 | -3% | 0.2
25 | CC(C)c1ccc2[nH]c3nc(SCC(=O)NC4CC4)nnc3c2c1 | -8% | 7% | -19 | 13%[57.1 µM] | 1.4
26 | CCc1ccc(C(=O)COC(=O)C2CCN(c3ccc(C(F)(F)F)cn3)CC2)cc1 | 1% | 6% | -1 | -19% | 0.2
27 | CCOc1cccc(CNCCCSc2ncccn2)c1 | -7% | 2% | -19 | 0% | 1.0
28 | CC(C#N)Sc1ccc(S(=O)(=O)N(C)C2CCCCC2)cn1 (stereo not given) | -2% | ? | ? | -6% | 0.1
29 | Cc1ccc(C)c(-n2c(CNc3ccc(F)cc3)nnc2SCC(N)=O)c1 | -2% | 24% | 3 | -1% | -1.2
30 | CCN(CC)CCCNC(=O)CSc1nc2c(c(C(F)(F)F)n1)CCc1ccccc1-2 | -30% | ? | -18 | 2% | -0.5

cpd | GLP1R cytotox | GLP1R ag | DRD3 agonist | PI5P4K alpha inh
16 | 8% | 11% | -9 | 2
17 | -9% | 11% | 5 | /
18 | 1% | 5% | -3 | /
19 | 3%[7.66 µM] | 1% | 0 | 6
20 | 1% | 5% | 2 | 0
21 | -3% | 2% | 2 | 0
22 | 5% | -13% | 1 | 0
23 | 1% | 15% | 10 | -5
24 | -8% | 11% | 3 | 1
25 | 0% | 7% | -12 | 0
26 | 1% | -14% | 8 | -1
27 | 3% | -1% | -20 | 2
28 | 2% | -5% | -13 | 0
29 | ? | -17% | -7 | /
30 | -29% | 12% | -7 | 5

Gathered by group, the compounds so far with a thiophene ring, fused or not.
cpd | canonical_smiles | PLK1 PBD inh | GLP-1R inv ag | DRD3 antagonist | WRN inhibitor | IL-2 act
21 | COc1ccc(N(C(=O)c2ccco2)C(C(=O)NC2CCCC2)c2cccs2)cc1OC (stereo not given) | ? | 5% | -19 | 1%[57.1 µM] | -3.0
22 | Cc1csc(NC(=O)CSc2nnc(CCNC(=O)c3cccs3)n2C)n1 | 4% | -4% | 15 | -9% | 1.0

cpd | GLP1R cytotox | GLP1R ag | DRD3 agonist | PI5P4K alpha inh
21 | -3% | 2% | 2 | 0
22 | 5% | -13% | 1 | 0

(continued)
cpd | canonical_smiles | PLK1 PBD inh | GLP-1R inv ag | DRD3 antagonist | WRN inhibitor | IL-2 act
31 | CCOCCCN(C(=O)CCC(=O)Nc1cc(C)on1)C(C(=O)NC(C)(C)C)c1ccccc1Cl (stereo not given) | -3% | -6% | -8 | 4% | 0.5
32 | O=C(CCN1CCN(c2ccccc2)CC1)NNC(=O)Cc1ccc(Br)cc1 | 1% | ? | ? | 2% | 3.9
33 | O=C(CC1CCCC1)Nc1nc2ccccc2[nH]1 | -14% | ? | -2 | 8% | 1.3
34 | COc1cc(C2/C(=C(/O)c3ccccc3)C(=O)C(=O)N2c2ccccn2)ccc1O (stereo not given) | -22% | 2% | -28 | -34% | -0.5
35 | CC(=O)N(Cc1ccco1)C1(C(=O)NC2CCCC2)CCCCC1 | -3% | -7% | 11 | 4% | -1.0
36 | S=C(Nc1ccc2c(c1)OCO2)Nc1ccc2c(c1)OCO2 | -30% | 8% | 6 | -7% | 0.2
37 | O=C(CNC(=O)c1cccc(Br)c1)N/N=C/c1cccs1 | -3% | 0% | -13 | 4% | 3.3
38 | O=C(CC1(O)C(=O)N(Cc2ccccc2)c2ccc(Br)cc21)c1ccccc1 (stereo not given) | / | ? | / | / | /
39 | CCC1CCC(C(=O)NNC(=O)OC)CC1 (stereo not given) | -11% | 15% | 19 | -10%[57.1 µM] | -0.1
40 | COCC(=O)n1nc(-c2ccc(C)cc2)nc1NCc1ccc(F)cc1 | -5% | 9% | -9 | -34% | -7.8
41 | CCCc1cc(=O)[nH]c(SCC(=O)N2CCOCC2)n1 | -7% | 5% | -19 | -27% | 6.3
42 | Cc1nc2ccccc2c(=O)n1-c1ccc(NS(=O)(=O)c2ccccc2)cc1 | 0% | 5% | 1 | 0% | -1.5
43 | O=C(NC1(C(F)(F)F)N=C(c2ccccc2)N(Cc2ccccc2)C1=O)c1ccc(F)cc1 (stereo not given) | / | ? | / | / | /
44 | O=C(NCc1ccccc1)C1Cc2c(-c3ccc4c(c3)OCO4)ccnc2O1 (stereo not given) | 1% | -62% | -20 | -4% | -0.5

cpd | GLP1R cytotox | GLP1R ag | DRD3 agonist | PI5P4K alpha inh
31 | -3% | -1% | 2 | 0
32 | -4% | 3% | -9 | -3
33 | -15% | -3% | 1 | 7
34 | -9% | 18% | -3 | -18
35 | -16% | -1% | -1 | /
36 | -14% | 0% | 5 | -23
37 | 16% | 0% | -12 | 6
38 | -13% | -2% | -14 | /
39 | -1%[1.53 µM] | 1% | -2 | 3
40 | -7% | 4% | -9 | -1
41 | 9% | 2% | -1 | 3
42 | 3% | 0% | 3 | -8
43 | -8% | -3% | -6 | /
44 | -30% | 22% | -10 | -6
